AGP1 TOR yeast: alters AGP1-GFP fluorescence in TOR pathway yeast screen. S. cerevisiae AGP1-GFP multiplex flow cytometry, 3 h; GFP as percent of DMSO wells. GFP response vs DMSO, % at 10 µM. hit rate 0.02% among 320,000;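 active means GFP response relative to DMSO above a set limit, near screen average plus 3 SD, cut at about 150% in these data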;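 further: median GFP channel fluorescence of the gated AGP1 strain per well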
VLA-4 inh: inhibition in a human VLA-4 binding assay; VLA-4 expressing cells, ligand binding flow cytometry; inhibition, % (about 7 µM as worked out from the volumes in the protocol); hit rate 0.2% among 330,000; AID 2557; in the data active means inhibition above about 50%
GRK2 aptamer HTS: inhibitors of human GRK2 displacing RNA aptamer; inhibition of aptamer binding, % at 10 µM; bead flow cytometry, FAM-aptamer displacement from GRK2; P25098; hit rate 0.59% among 330,000; AID 488847;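 active means inhibition of aptamer binding above 40%, roughly 3 SD of noise, on plates passing a quality check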;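 further: median bead fluorescence of bound FAM aptamer so fluorescent compounds give negative values; no value below 0 was filed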
Target sequence (P25098 whole entry, looked up): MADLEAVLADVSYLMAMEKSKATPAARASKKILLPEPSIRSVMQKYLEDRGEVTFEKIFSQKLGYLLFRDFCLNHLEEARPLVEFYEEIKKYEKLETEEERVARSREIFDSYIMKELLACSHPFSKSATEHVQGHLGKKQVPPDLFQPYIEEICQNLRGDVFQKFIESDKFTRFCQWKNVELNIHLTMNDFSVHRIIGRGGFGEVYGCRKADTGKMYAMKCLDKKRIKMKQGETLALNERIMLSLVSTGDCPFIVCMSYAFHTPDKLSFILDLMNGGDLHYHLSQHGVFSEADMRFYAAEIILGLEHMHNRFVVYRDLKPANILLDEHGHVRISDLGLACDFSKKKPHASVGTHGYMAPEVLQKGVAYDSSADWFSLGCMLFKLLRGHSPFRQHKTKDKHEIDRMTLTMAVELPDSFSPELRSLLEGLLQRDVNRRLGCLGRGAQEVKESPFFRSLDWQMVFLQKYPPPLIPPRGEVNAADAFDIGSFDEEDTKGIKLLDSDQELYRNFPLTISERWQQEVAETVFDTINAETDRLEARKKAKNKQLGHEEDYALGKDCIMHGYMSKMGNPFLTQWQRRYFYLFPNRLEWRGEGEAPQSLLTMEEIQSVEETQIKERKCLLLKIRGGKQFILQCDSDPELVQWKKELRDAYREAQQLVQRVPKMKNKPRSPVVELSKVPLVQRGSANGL
CIT2-GFP yeast: modulators of TOR pathway CIT2-GFP in S. cerevisiae; GFP response vs DMSO, % at 10 µM; S. cerevisiae CIT2-GFP strain, flow cytometry, 3 h; 100 means same as DMSO wells; hit rate 0.065% among 320,000;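 active means GFP response relative to DMSO above a set limit, near the screen mean plus 3 SD, cut at about 150% in these data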;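 further: ratio of well median GFP fluorescence to mean of DMSO wells on the plate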
LAP4-GFP MLPCN: modulators of TOR pathway LAP4-GFP in S. cerevisiae; hit rate 0.34% among 320,000; S. cerevisiae LAP4-GFP multiplex, flow cytometry GFP, 3 h; median GFP as percent of DMSO wells; GFP response vs DMSO, % at 10 µM;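 active means GFP response vs DMSO above a set limit, about the screen mean plus 3 SD, cut at about 150% in these data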
GASC-1 inh: inhibitors of human GASC-1 (JMJD2C) demethylase | inhibition, % at 2.35 µM | AID 2099 | GST-JMJD2C(1-420) H3K9me3 demethylation, DELFIA europium | hit rate 0.069% among 330,000 | Q9H3R0;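 active means more than half of a compound's replicate wells show inhibition beyond 50%, single wells judged on their own value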;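 further: signal counts dimethyl H3K9 product captured on neutravidin plate; 0% = median of DMSO wells and 100% = 0.3 times that DMSO median; strong numbers were not always called active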
MEP2 TOR yeast: modulators of TOR pathway MEP2-GFP in S. cerevisiae; GFP response vs DMSO, % at 10 µM; S. cerevisiae MEP2-GFP strain, flow cytometry GFP, 3 h; 100% = DMSO control level; hit rate 0.51% among 330,000;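 active means GFP response versus DMSO above a set limit, roughly screen mean plus 3 SD, cut at about 180% in these data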;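 further: median GFP fluorescence of the barcode-gated MEP2-GFP cells per well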
RPL19A TOR yeast: modulators of TOR pathway RPL19A-GFP in S. cerevisiae; S. cerevisiae RPL19A-GFP strain, flow cytometry, 3 h; stronger effect = lower value; hit rate 0.3% among 330,000; percent response vs DMSO, % at 10 µM;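 active means percent response vs DMSO below 50%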;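 further: median channel GFP fluorescence of the barcoded RPL19A-GFP strain; ratio of sample median GFP to plate DMSO average so 100% = DMSO; lower means less RPL19A-GFP as with rapamycin TOR inhibition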
* hit, by the source's call.

1) Cn1c(SCC(=O)Nc2ccc3c(c2)oc2ccccc23)nnc1-c1ccccc1
2) O=C(CCc1ccccc1)NCCC1=CCCCC1
3) Cc1nc2ccccc2c(=O)n1C1CCCCCC1
4) O=C(CCC(=O)OCC(=O)c1ccc([N+](=O)[O-])cc1)Nc1ccccc1Cl
5) CCC(C)NC(=O)C1(C)CCC(=O)N1Cc1ccccc1OC (stereo unspecified)
6) COc1ccccc1Oc1c(C)oc2c(CN3CCOCC3)c(O)ccc2c1=O

| screen / no. | 1 | 2 | 3 | 4 | 5 | 6 |
| --- | --- | --- | --- | --- | --- | --- |
| AGP1 TOR yeast | 99.7 | 83.2 | 104.4 | 101.6 | 86.5 | 107.0 |
| VLA-4 inh | 14.5 | 10.8 | 5.3 | 18.6 | 0.0 | 7.3 |
| GRK2 aptamer HTS | 0.0 | 3.0 | 0.0 | 0.0 | 2.0 | 58.0* |
| CIT2-GFP yeast | 92.4 | 82.8 | 99.1 | 106.3 | 92.0 | 109.6 |
| LAP4-GFP MLPCN | 90.2 | 79.0 | 102.6 | 101.7 | 86.6 | 105.7 |
| GASC-1 inh | 3.1 | -1.1 | -5.1 | 11.0 | -2.4 | -13.5 |
| MEP2 TOR yeast | 96.8 | 98.8 | 107.6 | 103.5 | 95.2 | 109.9 |
| RPL19A TOR yeast | 96.5 | 99.7 | 104.4 | 100.4 | 84.6 | 114.5 |

7) OC(COc1ccc(Br)cc1)CN1CCC(Cc2ccccc2)CC1 (stereo unspecified)
8) CCOC(=O)C1=C(COC(=O)/C=C/c2ccc(SC)cc2)NC(=O)NC1C (stereo unspecified)
9) CCSCCOC(=O)C1=C(C)NC(=O)NC1c1cccc(OC)c1OC (stereo unspecified)
10) CCn1cc(CN2CCN(Cc3ccc(C)o3)C(CCO)C2)c2ccccc21 (stereo unspecified)
11) CCC1(C)CC(=O)N(c2ccc(C(=O)O)c(O)c2)C1=O (stereo unspecified)
12) COc1ccc(-n2c(=O)cc(N3CCN(c4ccccc4OC)CC3)[nH]c2=O)cc1

| screen / no. | 7 | 8 | 9 | 10 | 11 | 12 |
| --- | --- | --- | --- | --- | --- | --- |
| AGP1 TOR yeast | 102.2 | 102.7 | 104.0 | 122.2 | 103.9 | 99.6 |
| VLA-4 inh | 21.6 | -4.7 | -2.1 | 16.3 | 8.0 | 27.2 |
| GRK2 aptamer HTS | 1.0 | 1.0 | 4.0 | 0.0 | 0.0 | 3.0 |
| CIT2-GFP yeast | 110.2 | 92.2 | 101.7 | 125.8 | 96.9 | 94.2 |
| LAP4-GFP MLPCN | 100.2 | 103.7 | 100.9 | 102.9 | 96.8 | 94.9 |
| GASC-1 inh | 24.6 | -8.1 | 0.9 | -3.0 | -1.8 | 1.4 |
| MEP2 TOR yeast | 111.7 | 101.0 | 101.0 | 108.6 | 94.8 | 94.0 |
| RPL19A TOR yeast | 102.7 | 100.3 | 99.2 | 104.7 | 99.5 | 95.9 |

Reformatted as labelled records: two of the compounds above.
[8] CCOC(=O)C1=C(COC(=O)/C=C/c2ccc(SC)cc2)NC(=O)NC1C (stereo unspecified)
  AGP1 TOR yeast: 102.7 | VLA-4 inh: -4.7 | GRK2 aptamer HTS: 1.0 | CIT2-GFP yeast: 92.2 | LAP4-GFP MLPCN: 103.7 | GASC-1 inh: -8.1 | MEP2 TOR yeast: 101.0 | RPL19A TOR yeast: 100.3
[12] COc1ccc(-n2c(=O)cc(N3CCN(c4ccccc4OC)CC3)[nH]c2=O)cc1
  AGP1 TOR yeast: 99.6 | VLA-4 inh: 27.2 | GRK2 aptamer HTS: 3.0 | CIT2-GFP yeast: 94.2 | LAP4-GFP MLPCN: 94.9 | GASC-1 inh: 1.4 | MEP2 TOR yeast: 94.0 | RPL19A TOR yeast: 95.9

(further entries)
13) COc1ccc(OCc2nn3c(Cn4cnc5ccccc54)nnc3s2)cc1
14) O=C(O)C1Nc2c(cccc2C(F)(F)F)C2C=CCC12 (stereo unspecified)
15) OCCN1CCN(c2nc(NCc3ccco3)c3ccccc3n2)CC1
16) COc1cc(C(C)=O)ccc1Oc1cc(NN2CCCCC2)c([N+](=O)[O-])cc1[N+](=O)[O-]
17) COC(=O)c1cc(S(=O)(=O)Nc2ccc(C)c(F)c2)c[nH]1
18) C#CC(C)(CC)NC(=O)c1cc(OC)c(OC)c(OC)c1 (stereo unspecified)

| screen / no. | 13 | 14 | 15 | 16 | 17 | 18 |
| --- | --- | --- | --- | --- | --- | --- |
| AGP1 TOR yeast | 96.4 | 95.9 | 102.6 | 90.0 | 104.9 | 111.0 |
| VLA-4 inh | 0.0 | -4.2 | 16.4 | -1.1 | 5.6 | -13.3 |
| GRK2 aptamer HTS | 1.0 | 75.0* | 2.0 | 8.0 | 15.0 | 0.0 |
| CIT2-GFP yeast | 104.0 | 95.5 | 104.8 | 90.3 | 97.8 | 115.3 |
| LAP4-GFP MLPCN | 106.2 | 85.9 | 93.7 | 126.9 | 110.2 | 105.9 |
| GASC-1 inh | -1.7 | -8.9 | 3.5 | 9.9 | 0.4 | 11.3 |
| MEP2 TOR yeast | 111.6 | 101.2 | 101.2 | 88.0 | 111.4 | 104.4 |
| RPL19A TOR yeast | 98.8 | 102.3 | 99.1 | 93.7 | 99.3 | 99.6 |

19) Cc1ccc(C2=CC(c3ccccc3)n3ncnc3N2)cc1 (stereo unspecified)
20) COc1cccc(CN2CC(C(=O)N(C)Cc3[nH]c4ccccc4c3C)CCC2=O)c1 (stereo unspecified)
21) Cc1cc(C)cc(NC(=O)c2cc(Cl)sc2Cl)c1
22) COc1ccc(S(=O)(=O)N(C)C)cc1NC(C)C(=O)Nc1cccc(C#N)c1 (stereo unspecified)
23) O=C(O)/C=C\C(=O)Nc1cccc(NC(=O)c2ccccc2)c1
24) COc1cc(CNc2ncn[nH]2)ccc1OCc1ccccc1C
25) Cc1cc(=O)[nH]c(SCC(=O)NC2CCCCCCC2)n1
26) CCOc1ccc(N(CC(=O)NC2CCCCC2)C(=O)CCCC(=O)Nc2ccccn2)cc1
27) CCCCN1C(=O)N(C)C2NC(=S)NC21 (stereo unspecified)

| screen / no. | 19 | 20 | 21 | 22 | 23 | 24 | 25 | 26 | 27 |
| --- | --- | --- | --- | --- | --- | --- | --- | --- | --- |
| AGP1 TOR yeast | 102.1 | 99.2 | 99.6 | 101.8 | 103.7 | 104.5 | 103.5 | 98.1 | 114.6 |
| VLA-4 inh | 14.3 | 12.2 | 5.8 | 9.3 | 3.9 | 3.9 | 11.1 | -8.1 | -2.5 |
| GRK2 aptamer HTS | 3.0 | 0.0 | 2.0 | 0.0 | 0.0 | 0.0 | 3.0 | 1.0 | 1.0 |
| CIT2-GFP yeast | 99.7 | 100.4 | 103.7 | 97.0 | 107.8 | 102.4 | 99.2 | 99.2 | 99.0 |
| LAP4-GFP MLPCN | 110.4 | 99.7 | 105.2 | 108.2 | 103.5 | 101.5 | 101.7 | 89.3 | 107.7 |
| GASC-1 inh | -8.9 | 8.8 | -0.6 | 79.1 | 9.2 | -13.9 | -6.9 | -1.2 | 16.3 |
| MEP2 TOR yeast | 103.0 | 103.1 | 101.4 | 105.1 | 106.7 | 102.3 | 100.0 | 102.8 | 98.4 |
| RPL19A TOR yeast | 103.2 | 99.3 | 105.0 | 99.3 | 99.4 | 102.8 | 102.6 | 107.6 | 99.3 |

Structures shown so far that contain an NH in an aromatic ring:
12) COc1ccc(-n2c(=O)cc(N3CCN(c4ccccc4OC)CC3)[nH]c2=O)cc1
17) COC(=O)c1cc(S(=O)(=O)Nc2ccc(C)c(F)c2)c[nH]1
20) COc1cccc(CN2CC(C(=O)N(C)Cc3[nH]c4ccccc4c3C)CCC2=O)c1 (stereo unspecified)
24) COc1cc(CNc2ncn[nH]2)ccc1OCc1ccccc1C
25) Cc1cc(=O)[nH]c(SCC(=O)NC2CCCCCCC2)n1

| screen / no. | 12 | 17 | 20 | 24 | 25 |
| --- | --- | --- | --- | --- | --- |
| AGP1 TOR yeast | 99.6 | 104.9 | 99.2 | 104.5 | 103.5 |
| VLA-4 inh | 27.2 | 5.6 | 12.2 | 3.9 | 11.1 |
| GRK2 aptamer HTS | 3.0 | 15.0 | 0.0 | 0.0 | 3.0 |
| CIT2-GFP yeast | 94.2 | 97.8 | 100.4 | 102.4 | 99.2 |
| LAP4-GFP MLPCN | 94.9 | 110.2 | 99.7 | 101.5 | 101.7 |
| GASC-1 inh | 1.4 | 0.4 | 8.8 | -13.9 | -6.9 |
| MEP2 TOR yeast | 94.0 | 111.4 | 103.1 | 102.3 | 100.0 |
| RPL19A TOR yeast | 95.9 | 99.3 | 99.3 | 102.8 | 102.6 |
